# Screening data: PubChem BioAssay, several laboratories
# GSH bead fluor: compound fluoresces at 488/530 nm on GSH beads | GSH beads flow cytometry, compound fluorescence 488/530 nm; hits give high values | fluorescence (KMESF) at 10 µM | actives 0.25% (n = 190,000) | AID 1776; in the data active means fluorescence above about 89;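 further: glutathione beads carrying GST-tagged Bcl family fusion proteins plus one bare bead set; values are compound well signal with DMSO vehicle wells as background; inactives centre near 16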
# Bcl-XL Bim block: disrupts Bim peptide binding to human Bcl-XL; inhibition, % at 10 µM; Q07817; actives 0.04% (n = 190,000); bead flow cytometry, fluorescence
# Target sequence (Q07817 whole entry, looked up): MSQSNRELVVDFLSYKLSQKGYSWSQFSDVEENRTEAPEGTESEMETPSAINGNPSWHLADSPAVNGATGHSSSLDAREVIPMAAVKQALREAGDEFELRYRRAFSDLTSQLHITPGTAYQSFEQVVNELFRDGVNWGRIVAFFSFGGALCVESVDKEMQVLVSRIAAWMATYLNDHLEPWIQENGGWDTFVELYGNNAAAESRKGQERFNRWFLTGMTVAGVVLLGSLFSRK
# Bcl-W Bim block: inhibitors of Bim-Bcl-W interaction, human. Q92843. bead-based flow cytometry, Bim peptide-Bcl-W binding. inhibition, % at 10 µM. actives 0.02% (n = 190,000). AID 952;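 further: 0% = bound tracer without compound and 100% = peptide blocker; higher means less fluorescent Bim peptide bound to Bcl-W beads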
# RGS7-Gao reg: modulates binding of RGS7 to human Galphao; P09471; Multiplexed bead flow cytometry; actives lie on both sides; binding response (% of control), % at 10 µM; actives 0.35% (n = 220,000); AID 1439; in the data active means binding response below about 49% or above about 150%; inconclusive means no clear call, values can overlap the other calls; inactive means in between;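 further: fluorescent Galphao held in activated GDP-AlF4 state binding bead-coupled RGS7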
# Target sequence (P09471 whole entry, looked up): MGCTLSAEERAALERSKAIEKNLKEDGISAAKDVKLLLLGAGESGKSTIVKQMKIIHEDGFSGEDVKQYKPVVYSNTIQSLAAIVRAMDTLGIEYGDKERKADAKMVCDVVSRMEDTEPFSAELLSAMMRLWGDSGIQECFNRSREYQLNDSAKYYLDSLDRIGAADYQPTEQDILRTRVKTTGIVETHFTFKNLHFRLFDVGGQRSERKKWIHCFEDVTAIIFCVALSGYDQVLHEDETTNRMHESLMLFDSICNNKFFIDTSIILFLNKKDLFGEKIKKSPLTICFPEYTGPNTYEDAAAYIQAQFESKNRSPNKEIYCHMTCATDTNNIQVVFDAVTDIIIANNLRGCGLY
# Bcl-B Bim block: human Bim-Bcl-B interaction inhibition; actives 0.073% (n = 190,000); bead-based flow cytometry, Bim peptide-Bcl-B binding; inhibition, % at 10 µM;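 further: 0% = tracer peptide without compound and 100% = reference inhibitor peptide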
# Target sequence (Q9HD36 whole entry, looked up): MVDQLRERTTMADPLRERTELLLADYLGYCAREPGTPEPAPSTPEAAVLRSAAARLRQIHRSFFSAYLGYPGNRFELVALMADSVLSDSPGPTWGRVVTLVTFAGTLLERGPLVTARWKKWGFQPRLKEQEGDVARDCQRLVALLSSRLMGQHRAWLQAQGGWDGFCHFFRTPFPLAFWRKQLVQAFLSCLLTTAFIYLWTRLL
# Bcl-2 Bim block: inhibitors of Bim-Bcl-2 interaction, human; inhibition, % at 10 µM; actives 0.06% (n = 190,000); Bead-based flow cytometry, Bim peptide-Bcl-2 binding; P10415; in the data active means inhibition above about 40%; inconclusive means no clear call, values can overlap the other calls;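 further: 0% = no compound wells with probe peptide and 100% = reference peptide inhibitor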
# Target sequence (P10415 whole entry, looked up): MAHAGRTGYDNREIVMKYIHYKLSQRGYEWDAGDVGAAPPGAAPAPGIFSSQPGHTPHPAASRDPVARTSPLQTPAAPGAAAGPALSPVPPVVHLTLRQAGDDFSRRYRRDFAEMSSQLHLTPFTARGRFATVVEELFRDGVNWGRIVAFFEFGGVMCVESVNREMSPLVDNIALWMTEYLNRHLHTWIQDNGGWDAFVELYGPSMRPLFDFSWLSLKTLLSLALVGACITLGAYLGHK
# Mcl1-Bid inh: Mcl-1/Bid interaction inhibition. TR-FRET Mcl-1/Bid-Dy647 peptide binding, 1536-well. inhibition, % at 21.7 µM. actives 0.97% (n = 220,000). AID 1021;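 active means compounds that cut the binding signal by more than half at the single screening dose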;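 further: His-tagged Mcl-1 with europium anti-His antibody binding Bid BH3 peptide; 0% = Mcl-1 plus peptide wells and 100% = peptide-only wells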
# RGS8-Gao: human RGS8-Galphao interaction regulation; P09471; actives 0.34% (n = 220,000); multiplexed bead flow cytometry, RGS8-Galphao binding; actives lie on both sides; response (percent of control binding), % at 10 µM; AID 1423; in the data active means response below about 60% or above about 140%; inactive means in between;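 further: Galphao activated as the GDP aluminium fluoride complex binding bead-coupled RGS8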
# RGS4-Gao reg: human RGS4-Galphao interaction regulation; Multiplexed bead flow cytometry, RGS4-Galphao binding; actives lie on both sides; binding response (% of control), % at 10 µM; actives 0.33% (n = 220,000); in the data active means binding response below about 49% or above about 150%; inactive means in between;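 further: fluorescent Galphao activated with aluminum fluoride binding bead-coupled RGS4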
# Bfl-1 Bim block: inhibitors of Bim-Bfl-1 interaction, human | Q16548 | Bead-based flow cytometry, Bim-Bfl-1 binding inhibition | inhibition, % at 10 µM | actives 0.12% (n = 190,000);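 further: 0% = wells without compound plus tracer and 100% = blocker peptide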
# Mcl-1 Bim block: disrupts Bim peptide binding to human Mcl-1; actives 0.1% (n = 190,000); inhibition, % at 10 µM; Q07820; Bead-based flow cytometry, Bim peptide-Mcl-1 binding;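 further: 0% = no compound tracer wells and 100% = peptide blocker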
# * marks the source's active call; other numbers are inactive results; ? = inconclusive; . = not tested or not shown; [ ] = remark or other dose. Unless noted, no stated cut-off is given here; in the data, active means inhibition above about 40%.
SMILES,GSH bead fluor,Bcl-XL Bim block,Bcl-W Bim block,RGS7-Gao reg,Bcl-B Bim block,Bcl-2 Bim block,Mcl1-Bid inh,RGS8-Gao,RGS4-Gao reg,Bfl-1 Bim block,Mcl-1 Bim block
CCc1nnc(NCn2nc(C)cc2C)s1,11,-3,-6,98,-3,-1,1,102,99,-4,-10
CC(C)=Cc1c(O)nc2ccccn2c1=O,13,2,0,96,2,0,-61,87,98,2,1
CCC(C)NC(=O)c1ccccc1NC(=O)CN(c1cc(C)ccc1OC)S(C)(=O)=O (configuration not stated),9,-3,-3,101,-1,-2,-34,97,101,-2,2
OC(CNCc1ccccn1)c1ccccc1 (configuration not stated),18,-10,-6,102,-6,-12,9,102,99,-14,-3
C#CCOCCOCCOCCNc1nc(N2CCN(C(=O)[C@H]([C@@H](C)CC)n3cc(CCCN=C(N)N)nn3)CC2)nc(N2CCN(C(=O)[C@H]([C@@H](C)CC)n3cc(CCCN=C(N)N)nn3)CC2)n1,19,-2,0,112,-7,-3,62*,110,114,-1,0
Cc1ccc(C(c2nnnn2C2CCCCC2)N2CCc3ccccc32)cc1 (configuration not stated),19,2,0,104,-1,-8,-35,101,104,-12,0
Cc1ccc(C2=Nc3ccccc3N=C(C(Cl)Cl)C2)cc1,11,1,4,94,-8,0,-17,102,99,8,1
COc1cccc(CN(C)CC(=O)NCc2ccccc2Cl)c1OC,12,-1,0,88,-5,0,-11,94,93,-5,-1
Cc1ccc(N(C(=O)c2ccccn2)C2(C(=O)NC3CCCC3)CCCCC2)cc1,63,-8,4,102,-8,-6,-7,99,102,-12,0
CSc1ccc(CN2CCN(C(=O)c3ccc([N+](=O)[O-])cc3)CC2)cc1,11,-2,0,96,-2,-4,8,100,99,-4,0
Cn1c(SCCOc2ccc(Cl)cc2)nnc1-c1ccncc1,14,-1,-3,99,-4,-3,-42,99,97,-2,0
COc1ccc(Sc2cnn(-c3ccccc3)c(=O)c2Cl)cc1,9,0,-1,102,0,-2,-15,102,103,-3,0
CSc1ccccc1NC(=O)CN(C)S(=O)(=O)c1ccc(F)cc1,36,-8,-4,98,-7,-10,-39,96,96,-11,-1
O=C(NCc1ccc2c(c1)OCO2)C1CC(=O)N(C2CCCC2)C1 (configuration not stated),26,0,0,93,-6,-4,-21,97,96,-9,2
OC(COCc1cccs1)CN1CCN(c2ccccn2)CC1 (configuration not stated),6,-1,-5,114,1,7,-1,125,115,11,-7
N#Cc1c(N2CCCCC2)nc(N)c2c(N)nc3c(c12)CC(CCl)O3 (configuration not stated),11,-3,-5,104,-6,0,-29,103,112,-6,-5
CCCOc1cccc(C(=O)NC(=S)Nc2cccc(NC(=O)c3ccccc3Cl)c2)c1,12,-13,-7,98,-7,-5,-12,101,99,-6,-6
CC(C)(C)C(=O)Nc1nc2c(c(=O)[nH]1)CCCC2,12,-1,-1,98,-5,-3,8,100,101,-7,-4
O=C(NCCN1CCOCC1)c1ccc(NC(=O)C2COc3ccccc3O2)cc1 (configuration not stated),19,-6,-2,114,-7,-5,-19,101,104,-5,-3
CC(Cc1cccs1)NC(=O)Nc1ccc(Cl)cc1 (configuration not stated),12,-2,0,95,-2,-9,-3,98,99,-9,0

# Three entries from above, with values ahead of the structure:
GSH bead fluor	Bcl-XL Bim block	Bcl-W Bim block	RGS7-Gao reg	Bcl-B Bim block	Bcl-2 Bim block	Mcl1-Bid inh	RGS8-Gao	RGS4-Gao reg	Bfl-1 Bim block	Mcl-1 Bim block	compound
19	2	0	104	-1	-8	-35	101	104	-12	0	Cc1ccc(C(c2nnnn2C2CCCCC2)N2CCc3ccccc32)cc1 (configuration not stated)
26	0	0	93	-6	-4	-21	97	96	-9	2	O=C(NCc1ccc2c(c1)OCO2)C1CC(=O)N(C2CCCC2)C1 (configuration not stated)
18	-10	-6	102	-6	-12	9	102	99	-14	-3	OC(CNCc1ccccn1)c1ccccc1 (configuration not stated)

# Remaining list, next part.
SMILES,GSH bead fluor,Bcl-XL Bim block,Bcl-W Bim block,RGS7-Gao reg,Bcl-B Bim block,Bcl-2 Bim block,Mcl1-Bid inh,RGS8-Gao,RGS4-Gao reg,Bfl-1 Bim block,Mcl-1 Bim block
CCOC(=O)CNC(=O)c1ccccc1Br,8,-1,5,100,-2,-3,-13,101,101,-8,0
CCCC(=O)NC(=S)Nc1cccc(-c2nc3ncccc3o2)c1,20,0,0,94,-1,-2,-31,101,94,-6,0
O=C(O)/C=C/C(=O)N1CCN(c2cccc(Cl)c2)CC1,10,-1,0,102,0,0,-40,105,100,-2,0
CCn1c(=O)cc(NC2=NCC(C)CN2c2cccc(Cl)c2)n(C)c1=O (configuration not stated),14,-8,3,95,-11,-11,-13,95,95,-12,0
CCn1cc(C(=O)N2CCc3ccccc32)c(=O)c2cc(S(=O)(=O)N(C)C3CCCCC3)ccc21,25,-3,-1,100,-7,-3,4,99,97,0,-2
COc1ccc(C(=O)C2CCCN(Cc3ccc4nonc4c3)C2)c(OC)c1 (configuration not stated),17,-8,-4,96,-12,-3,-26,99,99,-6,-3
O=C(NCSc1ccncn1)c1ccccc1,4,0,0,100,0,-2,-76,87,99,0,-2
O=C(N/C(=C/c1ccc(Cl)cc1)c1nc2ccccc2[nH]1)c1ccco1,30,-1,-1,99,-13,-7,-22,101,99,-11,-3
CC(=O)OCCCNc1cc(SCc2ccco2)c2nonc2c1[N+](=O)[O-],15,-6,6,90,-9,1,-33,94,99,26,0
COCCn1c(C)c(C(=O)O)sc1=S,14,-1,-1,106,-3,-5,-24,107,106,-5,-1
O=C(COc1c(CO)cc(Br)cc1CO)NC1CCCc2ccccc21 (configuration not stated),15,-3,-4,99,-1,-4,-7,103,100,-3,-1
O=C(Nc1c(-c2cccs2)nc2ccccn12)c1ccccc1F,19,-4,-4,88,-7,-2,-12,93,88,-5,0
COC(=O)C(Cc1ccccc1)NC(=O)CNS(=O)(=O)c1ccc(Br)cc1 (configuration not stated),69,-2,-2,102,-4,0,19,104,102,-1,-1
CCOc1ccc(CN2CCN(Cc3ccon3)CC2CCO)cc1 (configuration not stated),17,-3,-2,99,-4,-2,-19,101,101,-8,-2
COc1ccc(Cc2nc(C(=O)Nc3ccc(OC)cc3)cs2)cc1,16,0,3,97,-3,-2,-29,97,98,-8,3
Cc1ccccc1C=Nc1ccccc1C(N)=O,8,2,1,102,1,5,-59,120,108,2,1
CC1(C)OC(=O)N(CCc2ccccc2)C1(C)O (configuration not stated),30,-6,-1,122,-8,-8,-6,110,112,-15,-1
O=[N+]([O-])c1ccc(S(=O)(=O)N/N=C/c2cccs2)cc1,9,-3,-1,110,-5,-3,-18,119,112,5,-5
COC(=O)/N=C/c1c(NCc2ccccc2)nc2c(C)cccn2c1=O,19,-5,-6,94,-12,-5,-18,104,95,-11,0
CC(=O)c1ccc(NC(=O)C(C)Nc2ccc(Cl)cc2)cc1 (configuration not stated),10,-1,-4,93,3,-3,-35,103,97,-7,0
C/C(=N\NC(=O)c1nn(C)c(C)c1Br)c1ccc(NC(=O)c2ccoc2C)cc1,9,-2,-1,99,0,-1,-31,100,101,-2,-2
Cc1c(NCc2cc(Cl)ccc2O)c(=O)n(-c2ccccc2)n1C,15,-1,0,102,0,-4,-58,101,102,-3,-3
O=C(Nc1ccc(Br)cc1)/C(=C/c1cccc([N+](=O)[O-])c1)NC(=O)C1CCCCC1,20,-3,0,103,2,8,-7,100,100,6,0
Cc1ccc(NC(=O)O/N=C/c2cccc([N+](=O)[O-])c2)cc1,14,-2,1,98,0,0,-50,100,102,-5,1
O=C(Nc1ccc2c(c1)OCCO2)c1cccc(S(=O)(=O)N2CCOCC2)c1,22,-5,-1,108,-5,-8,-4,101,101,-8,-1
O=[N+]([O-])c1cc(Cl)ccc1N1CCN(c2cccc(C(F)(F)F)c2)CC1,12,-6,-1,101,-7,-6,-11,100,98,-7,-1
O=C(CSc1nc2ccccc2s1)Nc1ncccn1,23,-11,-8,101,-4,-2,-20,99,99,-10,-8
COc1ccc(C(=O)/C=C/C(=O)N(Cc2ccccc2)C(C(=O)NC2CCCCC2)c2ccncc2)c(O)c1 (configuration not stated),6,0,0,100,-6,0,-22,102,97,0,0
Cc1ccc(-c2nc(CS(=O)CC(=O)NC3CCCC3)c(C)o2)cc1 (configuration not stated),16,-5,-2,100,-6,-3,-2,101,102,-7,0
CC(NC(=O)c1cc(-c2ccc(Br)cc2)on1)c1ccccc1 (configuration not stated),22,-9,-2,108,-8,-13,4,100,100,-18,-7
COc1cccc(-n2c(SCC(=O)NCCC3=CCCCC3)nc3n[nH]c(C)c3c2=N)c1,13,16,12,97,11,2,-35,99,98,2,10
COc1ccc2c(=O)c3c(=O)n(Cc4ccco4)c(C(C)C)nc3oc2c1,.,-3,.,96,.,.,4,102,97,.,.
CC(OC(=O)C1CCCCC1)c1nc2ccccc2[nH]1 (configuration not stated),13,-7,-4,104,-9,-6,-5,103,103,-11,-7
COc1ccc2nc(SCC(=O)Nc3cc(OC)c(OC)cc3C(=O)O)c(C)cc2c1,18,-1,-2,92,-5,0,-48,98,96,-5,-1
CCOc1cc(NC(=O)c2cccs2)c(OCC)cc1NC(=O)CCC(=O)NCCN1CCOCC1,22,-5,0,97,-5,-3,-9,102,96,-4,0
CN1CCN(C(=O)c2cc3sccc3n2CC(=O)c2ccccc2)CC1,12,-4,1,97,-8,-7,-16,98,99,-7,-1
CCOC(=O)C1=C(CNCCc2ccc(Cl)cc2)NC(=O)NC1c1ccc2c(c1)OCO2 (configuration not stated),34,4,3,98,0,4,9,77,103,3,2
CCOc1ccc2[nH]c(=O)c(C(c3nnnn3CC3CCCO3)N3CCc4ccccc4C3)cc2c1 (configuration not stated),21,-4,-1,102,-10,-12,-4,102,102,-18,-3
COC(=O)c1c(NC(=O)CN2CCN(S(=O)(=O)c3ccccc3[N+](=O)[O-])CC2)sc2c1CCC(C)C2 (configuration not stated),3,-4,0,103,-4,2,-21,104,102,0,-1
c1ccc(-c2csc3ncnc(NCCCN4CCOCC4)c23)cc1,11,-8,-6,99,-3,0,-9,93,97,-1,-2
N#C/C(=C/c1ccc(N2CCCCC2)o1)C(=O)Nc1ccc2ccccc2c1,82,.,.,192*[activator],.,?,-19,91,177*[activator],.,.
Cc1cc(Cl)ccc1NC(=O)CN1CCC(C(O)(c2ccccc2)c2ccccc2)CC1,9,0,1,100,-3,-2,-7,101,101,0,-4
O=C1C2C3C=CC(C3)C2C(=O)N1CC1CCCO1 (configuration not stated),31,-8,-1,100,-12,-10,0,98,99,-15,-3
NC(=O)c1ccccc1NS(=O)(=O)Cc1ccccc1,12,0,-5,97,-2,0,10,102,96,-1,-2
COc1cccc(C(=O)Nc2cccc(C(=O)N3CCOCC3)c2)c1,24,0,0,94,-11,-10,-9,99,96,-4,1
O=C(O)COc1ccc(/C=N/NC(=O)c2ccccc2Br)cc1,18,-2,-3,101,-8,-8,0,99,99,-8,-1
N#CC(Sc1ccccn1)c1ccc(Cl)cc1 (configuration not stated),14,-3,-1,106,-10,-4,-21,99,101,-4,0
O=c1oc2ccc(Cl)cc2cc1-c1nnc(Nc2cccc(C(F)(F)F)c2)s1,14,-7,-5,100,-5,0,5,100,101,-2,-4
COc1cc(NC(=O)CN2c3cccc4cccc(c34)S2(=O)=O)cc(OC)c1OC,29,-7,-2,100,-5,0,-29,99,97,-5,-3
